DSG3 Ab inh: inhibitors of pemphigus antibody binding to human desmoglein-3. P32926. DSG3-coupled beads, scFv-anti-DSG3-GFP binding, flow cytometry; stronger effect = lower value. binding (percent of control), % at 10 µM. hit rate 0.48% among 310,000;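 active = binding more than 3 SD below its plate's average and above zero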; also: some compounds called inactive have numbers as strong as hits
LANA DNA inh: KSHV C-LANA DNA binding inhibition; hit rate 0.078% among 340,000; inhibition, % at 9 µM; MBP-C-LANA/FAM-LBS DNA binding, fluorescence polarization;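 active = highest replicate inhibition at or above 60% at 9 µM, even if other replicates fall short; inactive = all replicates below 60% inhibition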;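 also: 0% = neutral control wells and 100% = 4 µM acridine orange control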
V-ATPase pHluor: yeast V-ATPase proton transport regulation by pHLuorin. response, % at 10 µM. hit rate 0.37% among 350,000. AID 504577. S. cerevisiae, pHLuorin cytosolic pH fluorescence; in the data active = response mostly above about 7.3%, no sharp cut-off; inactive = mostly below about 5.4%; also: actives read high; inactives centre near 0; some compounds called inactive have numbers as strong as hits
CAL PDZ FP-1: human CAL PDZ-peptide interaction inhibition; AID 504414; purified CAL PDZ, TMR-peptide fluorescence polarization, 1 h; inhibition, % at 20 µM; hit rate 0.02% among 330,000;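 active = highest replicate inhibition of at least 40%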;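 also: plate controls were DMSO neutral control wells for no effect and unlabeled competitor peptide control wells for full effect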
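Test system: purified CerCALP PDZ construct; Compound dosing: one concentration, 20 µM compound; Also added: TMR-labelled reporter peptide T*-PRC34 bound in PDZ groove; Read-out: inhibition from polarization loss; Controls: unlabelled peptide and DMSO controls; Signal: FP readout, S and P plane fluorescence; Incubation: 1 h at RT.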
Arr AP2 block: blocks beta-arrestin peptide binding to AP2 adaptin | FITC-arrestin peptide / GST-AP2 beads, flow cytometry; AP2 beta2 appendage carries R879A mutation | inhibition, % at 10 µM | hit rate 0.31% among 340,000 | AID 504490;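 active = inhibition above a set limit, near 3 SD of compounds lacking own fluorescence, cut at about 54% in these data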;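 also: plate controls were DMSO wells for no effect and 5 µM unlabelled arrestin peptide for full effect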
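Material – AP2 appendage R879A on GSH beads · Buffer or medium – PBS with 0.05% Tween 20 and 0.1% BSA · Probe or stimulus – fluorescein-tagged arrestin peptide at 50 nM final · Incubation – compound with beads 12 min RT, then probe 1 h RT · Detection – high-throughput flow cytometry of beads, ex 488, em 535 nm · Evaluation – percent response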
RTF Ca sens inh: cardiac RTF calcium desensitization; inhibition, % at 7.15 µM; P19429+P45379; hit rate 0.12% among 340,000; IANBD-labeled cardiac RTF, Ca2+ fluorescence;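 active = inhibition above the mean inhibition of all tested compounds plus 3 SD, cut at about 17% in these data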;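 also: assay run at fixed EC70 calcium of 1.6 mM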
CAL PDZ FP-2: CAL PDZ (human) peptide binding inhibition | purified CAL PDZ, TMR-peptide fluorescence polarization, 1 h | hit rate 0.92% among 300,000 | AID 602252 | inhibition, % at 24.9 µM;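 active = mean inhibition of at least 30% with at least half of replicates also reaching 30%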;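 also: 0% = DMSO neutral control and 100% = excess unlabeled competitor peptide PRC23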
DAGLB inhibitor: blocks human DAGLB lipase activity; Q8NCG7; hit rate 0.059% among 340,000; HEK293T DAGLB membrane lysate, EnzChek fluorogenic substrate; inhibition, % at 5.17 µM; in the data active = inhibition above about 34%;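 also: 0% = enzyme with vehicle and 100% = wells lacking enzyme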
Keap1 Nrf2 FP: Keap1-Nrf2 (human) interaction inhibition | Q14145 | Keap1 Kelch-Nrf2 peptide fluorescence polarization, 1536-well | inhibition, % at 9.4 µM | hit rate 0.15% among 340,000 | AID 504523; in the data active = inhibition above about 12%;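 also: human Keap1 Kelch domain with fluorescein labeled Nrf2 9mer peptide probe; 0% = neutral control wells and 100% = peptide positive control; higher means more block of Keap1 binding to Nrf2 peptide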
Target sequence (Q14145 whole entry, looked up, the tested form may be a part): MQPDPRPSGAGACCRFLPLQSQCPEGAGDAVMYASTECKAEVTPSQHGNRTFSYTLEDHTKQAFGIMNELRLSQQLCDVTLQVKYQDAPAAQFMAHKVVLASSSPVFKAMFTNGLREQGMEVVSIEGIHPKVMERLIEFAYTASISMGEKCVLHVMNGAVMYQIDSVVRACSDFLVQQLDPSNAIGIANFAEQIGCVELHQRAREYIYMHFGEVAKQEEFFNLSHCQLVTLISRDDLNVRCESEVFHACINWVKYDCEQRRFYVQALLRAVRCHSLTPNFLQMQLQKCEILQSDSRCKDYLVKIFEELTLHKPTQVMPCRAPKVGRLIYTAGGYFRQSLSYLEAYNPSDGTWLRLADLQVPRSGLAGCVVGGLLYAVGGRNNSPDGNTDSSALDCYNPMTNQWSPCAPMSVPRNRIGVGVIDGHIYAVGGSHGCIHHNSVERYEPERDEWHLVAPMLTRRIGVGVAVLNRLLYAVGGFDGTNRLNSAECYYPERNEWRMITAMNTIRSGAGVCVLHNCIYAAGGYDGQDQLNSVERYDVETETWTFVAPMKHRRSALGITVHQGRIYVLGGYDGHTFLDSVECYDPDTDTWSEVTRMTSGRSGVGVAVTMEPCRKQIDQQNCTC
NSD2 HMT inh: blocks human histone methyltransferase NSD2 | NSD2 peptide methylation, AlphaScreen, 120 min | O96028 | AID 743445 | inhibition, % at 12.5 µM | hit rate 0.54% among 310,000; in the data active = inhibition above about 50%
Active calls of the source: *; . = not tested or not shown.

SMILES | DSG3 Ab inh | LANA DNA inh | V-ATPase pHluor | CAL PDZ FP-1 | Arr AP2 block | RTF Ca sens inh | CAL PDZ FP-2 | DAGLB inhibitor | Keap1 Nrf2 FP | NSD2 HMT inh
Cc1[nH]c2ccc(C(=O)OC(C)C(=O)NC3(C#N)CCCCC3)cc2c1C (centres undefined) | 103.8 | -0.9 | 4.9 | -0.1 | -10.7 | 3.1 | . | 0.3 | 0.0 | 5.8
O=c1c(/C=N/OCc2ccc(Cl)cc2Cl)c[nH]n1-c1cccc(Cl)n1 | 101.9 | -0.1 | -2.7 | -1.3 | -0.6 | 12.4 | 0.6 | 7.5 | 1.5 | -0.4
Cc1sc(NC(=O)Cn2c(=O)oc3ccccc32)nc1-c1ccc(Cl)cc1 | 102.4 | 0.2 | 1.0 | -1.9 | 5.7 | -7.9 | -1.1 | -6.1 | 0.2 | 23.6
COc1cc(SC)ccc1C(=O)N1CCN(c2ccccc2)CC1 | 100.7 | 2.8 | 0.6 | -0.5 | 17.1 | . | 9.0 | . | 0.5 | 4.3
COc1ccc(C2=NS(=O)(=O)N(C)C(C(=O)N3CCc4ccccc4C3)=C2)cc1OC | 108.4 | -1.3 | 3.9 | -1.0 | -2.2 | -1.5 | -2.6 | -3.9 | -2.9 | .
O=C(Nc1cccc(S(=O)(=O)N2CCOCC2)c1)c1cc(S(=O)(=O)N2CCOCC2)c(Cl)cc1Cl | 112.3 | -0.7 | 2.5 | -0.1 | 14.0 | -6.1 | . | 1.2 | 3.0 | 1.2
CCOC(=O)c1ccc(NC(=O)CN2C(=O)CSCC2=O)cc1 | 106.7 | 0.8 | 3.9 | -1.1 | 0.1 | -23.8 | -3.2 | 1.9 | 1.8 | 1.8
CC1CCCCC1Nc1ncnc2sccc12 (centres undefined) | . | -0.4 | 0.8 | -2.1 | 3.4 | -15.2 | -3.0 | -4.2 | -0.7 | 3.7
O=C(CCNC(=O)c1ccccc1Cl)Nc1ccc(S(=O)(=O)Nc2nccs2)cc1 | . | 0.7 | -1.1 | -0.9 | 35.0 | 1.7 | -6.1 | -2.3 | -6.1 | 3.0
O=C(c1cccs1)N1CCC(C(=O)N2CCN(Cc3ccc4c(c3)OCO4)CC2)CC1 | 107.1 | 0.4 | -1.2 | -0.7 | 4.5 | 2.3 | -4.0 | -0.8 | -2.1 | -3.1
CC(=O)N1c2c(cc(Br)cc2S(=O)(=O)NCc2ccc3c(c2)OCO3)CC1C (centres undefined) | 100.0 | 0.6 | -3.3 | . | 3.4 | -5.4 | -6.6 | 1.2 | 1.7 | 11.8
CCN(C(=O)COC(=O)c1cc(Cl)ccc1OC)c1c(N)n(Cc2ccccc2)c(=O)[nH]c1=O | 101.0 | -0.4 | 4.6 | -0.3 | -38.0 | -11.2 | . | -0.6 | 4.2 | -0.6
Cc1ccc(CNC(=O)CNC(=O)[C@@H]2Cc3ccccc3CN2C(=O)OC(C)(C)C)cc1 | . | -0.6 | -0.4 | 0.0 | 2.5 | -2.0 | -4.8 | -1.7 | -0.3 | -4.2
COc1cccc(CN2CCCC(C(=O)N3CCCCC3)C2)c1OC (centres undefined) | 98.3 | -0.1 | -1.5 | 0.5 | 5.1 | -3.6 | 2.6 | -0.1 | 1.1 | -1.3
O=C(O)c1sc(C(=O)O)c(-c2ccccc2)c1-c1ccccc1 | 100.2 | . | 2.2 | . | . | . | . | 0.6 | . | 0.8
COc1ccc(OC)c(NP2(=O)OCC(C)([N+](=O)[O-])CO2)c1 (centres undefined) | 89.8 | 0.0 | 6.0 | -1.6 | 1.2 | -10.9 | -4.4 | -1.4 | -2.1 | 0.7
COc1ccccc1-n1cnnc1SCC(=O)Nc1cccc(S(N)(=O)=O)c1 | . | 0.8 | 1.1 | -1.2 | -3.7 | -15.3 | . | -2.2 | -2.0 | -1.9
O=[N+]([O-])c1cccc(S(=O)(=O)N2CCCCC2c2cccnc2)c1 (centres undefined) | 101.7 | 0.2 | 0.7 | 0.0 | 7.0 | -6.6 | -2.4 | -3.8 | -3.2 | .
CCCn1c(SCC(=O)Nc2nonc2C)nnc1-c1ccoc1C | 99.4 | -1.4 | -1.4 | -3.3 | 4.1 | -3.4 | -1.2 | 0.9 | -6.0 | -0.6
Cc1cc(NC(=O)Nc2ccc(Cl)cc2)n(C)n1 | 96.9 | 1.2 | -1.4 | -0.8 | -10.6 | -4.6 | 8.4 | -0.1 | 5.3 | -6.0
CNS(=O)(=O)c1ccc(N2CCCC2=O)c([N+](=O)[O-])c1 | 94.8 | -1.1 | -0.2 | 0.0 | -3.7 | 2.3 | -4.0 | -2.0 | -2.1 | -2.2
COc1ccc(N2CCN(Cc3cc4c(cc3Br)OCCO4)CC2)cc1 | 99.1 | 2.2 | 0.7 | -2.1 | -5.6 | -20.7 | -1.0 | -3.7 | -2.8 | 8.1
CCOC(=O)/C(C#N)=C/c1cccc(F)c1 | 107.4 | 1.5 | -0.6 | 0.6 | 40.7 | -4.8 | . | -1.1 | 1.5 | -1.6
O=C(NCc1ccc2c3c(cccc13)C(=O)N2)c1cccs1 | 98.3 | 2.4 | 7.4 | -2.5 | 1.9 | -4.9 | -6.2 | -2.0 | -2.6 | 6.6

Among those listed so far, two contain bromine.
SMILES | DSG3 Ab inh | LANA DNA inh | V-ATPase pHluor | CAL PDZ FP-1 | Arr AP2 block | RTF Ca sens inh | CAL PDZ FP-2 | DAGLB inhibitor | Keap1 Nrf2 FP | NSD2 HMT inh
CC(=O)N1c2c(cc(Br)cc2S(=O)(=O)NCc2ccc3c(c2)OCO3)CC1C (centres undefined) | 100.0 | 0.6 | -3.3 | . | 3.4 | -5.4 | -6.6 | 1.2 | 1.7 | 11.8
COc1ccc(N2CCN(Cc3cc4c(cc3Br)OCCO4)CC2)cc1 | 99.1 | 2.2 | 0.7 | -2.1 | -5.6 | -20.7 | -1.0 | -3.7 | -2.8 | 8.1

New compounds follow:
SMILES | DSG3 Ab inh | LANA DNA inh | V-ATPase pHluor | CAL PDZ FP-1 | Arr AP2 block | RTF Ca sens inh | CAL PDZ FP-2 | DAGLB inhibitor | Keap1 Nrf2 FP | NSD2 HMT inh
O=C1[C@H](Oc2ccccc2)[C@@H](c2ccccc2)N1c1ccncc1 | 97.5 | -1.3 | -0.8 | 1.5 | -10.2 | -2.7 | -2.2 | 2.6 | -48.8 | .
COc1cc(O)c(C(CCN2CCCC2)c2ccc3c(c2)OCO3)c(OC)c1 (centres undefined) | 101.6 | -2.6 | 5.3 | 0.5 | 1.2 | -8.4 | 0.2 | -2.6 | -4.0 | .
COc1ccc(-n2nnnc2-c2ccc(S(C)(=O)=O)cc2Cl)cc1 | 97.8 | -1.6 | 1.8 | 1.6 | -6.5 | 0.7 | 0.2 | -1.6 | 3.4 | -0.5
CCOc1ccccc1N1CCN(C(=O)C2=CC=CN3CCS(=O)(=O)N=C23)CC1 | 101.9 | 1.1 | 2.2 | 0.2 | -8.8 | -10.8 | . | 1.3 | 2.7 | -2.6
CCNC(=O)c1cc(Cl)ccc1OC | 100.3 | 0.2 | -0.3 | -1.9 | -14.8 | -9.8 | -4.3 | 0.8 | -1.9 | -2.3
CCOc1cccc(-c2cc(C(=O)NN)[nH]n2)c1 | 105.0 | -1.5 | -0.3 | -1.4 | -6.2 | -9.9 | -2.9 | 0.4 | 0.3 | 0.4
O=[N+]([O-])c1cc(Br)c(O)c(/C=N/Nc2nnnn2-c2cccc3ccccc23)c1 | 95.5 | 1.2 | -1.4 | -0.1 | -0.4 | 0.9 | -4.4 | 20.2 | 1.7 | 9.2
CCC(C(=O)OCC(=O)Nc1cccc(C(C)=O)c1)c1ccccc1 (centres undefined) | 92.1 | 1.3 | 3.8 | -1.8 | 15.7 | 6.7 | -0.8 | -0.9 | -0.7 | -3.8
CC(=O)Cn1cnc2scc(-c3ccc(C)c(C)c3)c2c1=O | 116.3 | 4.2 | -1.0 | -1.2 | -0.2 | -3.4 | -5.9 | -1.6 | 1.0 | -3.7
COc1ccccc1NC(=O)Cc1csc(N)n1 | 100.6 | 0.0 | 1.7 | -0.9 | 5.1 | -1.9 | -2.6 | 0.6 | -4.9 | 0.7
O=C1C=C(c2ccc(Cl)c(C(F)(F)F)c2)C[C@@H](c2ccc(F)cc2)C1 | 99.5 | 2.4 | 3.3 | -0.9 | -9.3 | 1.9 | -2.5 | -16.0 | 1.5 | .
COc1ccc(C#Cc2c(-c3ccccc3)n(C)c3ccccc23)cc1 | 98.2 | -3.1 | -4.8 | 0.0 | 23.7 | -10.9 | -0.7 | -7.5 | -6.1 | .
CC(C)C(=O)Nc1ccc(NC(=O)c2cc3ccccc3o2)cc1 | 104.4 | -1.9 | 6.0 | -0.2 | 5.3 | -0.9 | 5.0 | -2.9 | -5.0 | -2.2
COc1ccc2c(c1OC)CN1CCc3cc4c(cc3[C@@H]1[C@@H]2O)OCO4 | 98.3 | 15.4 | -0.4 | -0.6 | 0.4 | -7.8 | -4.9 | 0.1 | 5.3 | .
C/C=C/c1ccc(OCCOc2cccc3cccnc23)c(OC)c1 | 95.9 | -0.4 | 0.8 | -0.3 | -17.7 | -12.5 | -0.4 | -58.2 | 1.3 | 22.1
O=S(=O)(NCc1ccc(C(F)(F)F)cc1)c1ccc(-n2cnnn2)cc1 | 102.4 | -0.7 | -5.4 | -0.5 | -1.1 | 1.9 | -3.1 | -0.8 | -0.9 | 1.2
COc1ccccc1CCC(=O)N1CCC(n2nccc2NC(=O)C2CCOC2)CC1 (centres undefined) | 115.2 | -0.2 | -2.5 | -0.1 | 8.4 | 2.3 | 0.4 | -0.9 | -6.0 | -1.5
COc1cc(C=O)c(Br)cc1OCC(=O)NCc1ccccc1 | 105.7 | -0.6 | -1.4 | -2.5 | 2.1 | -9.6 | 1.9 | -1.4 | -7.6 | -2.5
CC1(OC(=O)CCc2ccccc2)C(=O)C=C2C=C(c3ccc(C#N)cc3)N(C3CC3)C=C2C1=O (centres undefined) | 102.6 | 0.8 | 4.1 | 0.4 | 21.5 | -1.5 | 1.4 | 4.5 | -5.4 | .
O=C(NN=C1C2CC3CC(C2)CC1C3)c1cc(Cl)ccc1O | 124.3 | 0.8 | -4.5 | 0.1 | 14.6 | 2.3 | -2.8 | 1.9 | -1.4 | 48.6
NC(CC(=O)OC1CCCCC1)C(=O)OC1CCCCC1 (centres undefined) | 99.6 | -2.0 | -5.7 | -0.8 | 6.1 | 2.6 | -2.4 | -2.8 | 1.1 | -0.8
CC(C)[C@H](NC(=O)[C@@H]1CSC2c3ccccc3C(=O)N21)C(=O)NCc1ccco1 (some centres undefined) | . | 0.8 | -4.5 | -1.6 | -3.2 | -0.3 | 1.9 | -1.6 | 1.8 | 7.3
CCCC(=O)Nc1nnc(C2CCCO2)s1 (centres undefined) | 116.3 | -1.0 | 10.1 | -0.3 | 7.2 | -6.8 | -1.1 | 1.8 | 3.7 | -0.3
Cc1nnc(SC(C)C)n(N)c1=O | . | -1.7 | 1.2 | -3.2 | -3.5 | -7.3 | -18.6 | -1.3 | 5.8 | -5.9

Screens deposited in PubChem BioAssay by several laboratories.

The list is partial; the hit share may differ from the screen's.
